Source: PubChem
Anthrax LF prot: anthrax lethal factor protease inhibition | multiplex microsphere protease cleavage assay, LF | P15917 | inhibition, % at 10 µM | 360,000 tested, 0.12% active; further: plate controls were buffer without enzyme for full effect and enzyme alone for no effect
Target sequence (P15917 whole entry, looked up): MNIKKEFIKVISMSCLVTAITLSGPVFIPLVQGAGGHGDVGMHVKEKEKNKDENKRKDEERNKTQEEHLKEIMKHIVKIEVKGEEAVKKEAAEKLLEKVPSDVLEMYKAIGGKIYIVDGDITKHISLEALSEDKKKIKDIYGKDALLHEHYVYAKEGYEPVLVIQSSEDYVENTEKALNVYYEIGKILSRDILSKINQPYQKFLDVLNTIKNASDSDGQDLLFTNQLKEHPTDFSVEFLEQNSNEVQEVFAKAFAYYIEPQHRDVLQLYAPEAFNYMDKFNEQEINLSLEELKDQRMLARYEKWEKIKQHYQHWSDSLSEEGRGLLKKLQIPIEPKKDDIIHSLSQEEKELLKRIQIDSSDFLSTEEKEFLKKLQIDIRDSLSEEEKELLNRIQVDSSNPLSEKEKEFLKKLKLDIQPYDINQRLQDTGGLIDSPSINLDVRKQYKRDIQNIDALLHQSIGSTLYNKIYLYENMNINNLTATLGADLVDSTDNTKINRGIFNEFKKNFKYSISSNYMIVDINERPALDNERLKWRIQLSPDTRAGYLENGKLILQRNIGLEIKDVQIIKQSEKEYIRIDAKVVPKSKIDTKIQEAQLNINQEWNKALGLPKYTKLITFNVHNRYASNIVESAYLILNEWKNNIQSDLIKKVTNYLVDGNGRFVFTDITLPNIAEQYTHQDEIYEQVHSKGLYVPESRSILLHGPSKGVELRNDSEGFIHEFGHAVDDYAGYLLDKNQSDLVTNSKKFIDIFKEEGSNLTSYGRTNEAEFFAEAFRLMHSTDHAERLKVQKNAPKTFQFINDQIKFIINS
CCHF vOTU inh: blocks the CCHF virus ovarian tumor domain protease; 370,000 tested, 0.55% active; inhibition, % at 11.5 µM; CCHFV vOTU protease, Pep-AMC fluorescence; in the data active means inhibition above about 30%; further: 0% = vehicle wells with enzyme and 100% = no enzyme wells
DUSP3 inh: blocks human VHR1 dual specificity phosphatase | inhibition, % at 13.3 µM | recombinant VHR phosphatase, pNPP absorbance | 290,000 tested, 0.52% active | P51452 | AID 1654; in the data active means inhibition above about 50%; further: some compounds called inactive have numbers as strong as hits
Target sequence (P51452 whole entry, looked up): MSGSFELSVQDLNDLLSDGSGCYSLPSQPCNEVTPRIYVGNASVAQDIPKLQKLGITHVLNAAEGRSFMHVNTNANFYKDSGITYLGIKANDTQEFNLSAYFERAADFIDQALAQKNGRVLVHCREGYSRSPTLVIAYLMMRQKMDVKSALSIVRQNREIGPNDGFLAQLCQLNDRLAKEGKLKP
BoNT-A LC inh2: BoNT A light chain protease inhibition | multiplex microsphere protease substrate cleavage, flow cytometry | inhibition, % at 10 µM | 360,000 tested, 0.17% active | AID 588499; further: plate controls were buffer without enzyme for full effect and enzyme alone for no effect
PfHsp40 yeast: compounds rescuing yeast from Plasmodium falciparum HSP40 toxicity; growth rescue, % at 12.5 µM; AID 504582; S. cerevisiae expressing PfHsp40, growth rescue, ATP luminescence; 340,000 tested, 0.68% active; in the data active means growth rescue above about 28%, passing the limit was not always enough; inconclusive means no clear call, values can overlap the other calls;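 further: yeast W303a lacking pdr1 and pdr3 grown in galactose medium; growth measured after three days at 30 °C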
SARS 3CLpro inh: SARS-CoV 3CLpro protease inhibition; recombinant SARS-CoV 3CLpro, quenched FRET peptide cleavage; inhibition, % at 6 µM; 290,000 tested, 0.14% active; AID 1706; in the data active means inhibition above about 12%
TcdB inh: blocks C. difficile toxin B glycohydrolase activity | inhibition, % at 9.99 µM | 350,000 tested, 0.24% active | TcdB glycohydrolase enzymatic assay, plate reader; in the data active means inhibition above about 10%
Yp Topo-I inh: blocks Yersinia pestis topoisomerase I activity; activity, % at 10 µM; Y. pestis Topo-I cleavage product accumulation, plate reader; 360,000 tested, 0.064% active; in the data active means activity above about 50%, passing the limit was not always enough; inconclusive means no clear call, values can overlap the other calls; further: inactives centre near 2
Vc quorum ag: induces V. cholerae light production without autoinducers. 350,000 tested, 0.16% active. activation, % at 18.7 µM. V. cholerae BH1578 lux reporter, luminescence, 6 h; in the data active means activation mostly above about 9.7%, no sharp cut-off; inconclusive means no clear call, values can overlap the other calls; inactive means mostly below about 3.7%; further: not every result past the cut was called active; inactives centre near 0; reference of the scale not given here
PriA SSB inh: blocks PriA binding to SSB C-terminal tail. AlphaScreen SSBct-PriA binding, biotinylated peptide. inhibition, % at 33 µM. AID 1272365. 430,000 tested, 0.6% active; in the data active means inhibition mostly above about 37%, no sharp cut-off; inactive means mostly below about 20%;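 further: plate controls were negative control peptide for no effect and reference peptide for full effect; strong numbers were not always called active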
An asterisk follows results filed as active; i = inactive; u = inconclusive; x = not tested or not shown; & = joins results of further samples. Unless noted, no stated cut-off is given here; in the data, active means inhibition above about 30%; inconclusive means no clear call, values can overlap the other calls; inactive means below that. Only part of the results is shown. The share of hits here may be higher or lower than overall.

canonical_smiles	Anthrax LF prot	CCHF vOTU inh	DUSP3 inh	BoNT-A LC inh2	PfHsp40 yeast	SARS 3CLpro inh	TcdB inh	Yp Topo-I inh	Vc quorum ag	PriA SSB inh
Cc1cc(C)cc(C(=O)NCC(=O)N2CCN(c3cccc(Cl)c3)CC2)c1	-8	12	-5	-1.1	4.3	3	-0.2	37	3.6	-4
Cc1cc(S(=O)(=O)N2CCN(c3ccccn3)CC2)c(C)cc1Cl	7	14	13	-2.6	2.2	-3	0.0	4	-0.9	-21
CCOc1ccc2nc(SCC3CC3(Cl)Cl)[nH]c2c1 (stereo unspecified)	x	1	4	x	5.2	-1	3.3	-1	-0.8	-16
COc1ccc(-c2noc(N3CCC(C(=O)Nc4ccccc4F)CC3)n2)cc1	-4	-1	-2	-0.2	-0.7	0	-0.3	3	-0.5	-8
O=C(Cn1cc(C(=O)C(F)(F)F)c2ccccc21)N1CCOCC1	0	-8	15	-0.4	48*	4	0.6	4	i	-10
CC1Cc2ccccc2N1C(=O)CN1C(=O)NC(C)(c2ccc3c(c2)OCCO3)C1=O (stereo unspecified)	-9	0	10	-0.5	-0.4	2	x	14	-0.1	-5
O=C(Nc1ccccc1F)c1ccc(Cn2cc(Cl)cn2)cc1	-3	-5	17	-1.5	3.1	-1	1.2	1	i	-1
CSc1nnc(SCc2nc3sc(C(=O)O)c(C)c3c(=O)[nH]2)s1	-7	1	-19	2.5	3.7	2	0.0	-7	-0.2	-8
Cc1ccccc1-n1c(C)nnc1SC(C)C(=O)NCC1CCCO1 (stereo unspecified)	4	8	x	5.0	-1.0	x	-0.3	-2	-3.1	3
CN(C)c1cccc(C(=O)OCC(=O)Nc2nccs2)c1	-3	-1	4	-0.3	-1.2	-8	-0.4	-2	-0.3	8
c1ccc2c(c1)OCC(c1csc3ncnc(N4CCCCC4)c13)O2 (stereo unspecified)	3	13	-18	-2.9	2.6	1	x	12	i	-17
Cc1ccc(Cl)cc1N1CCN(C(=O)C(C)n2ncn3cccc3c2=O)CC1 (stereo unspecified)	1	-2	6	0.4	-0.7	-1	5.5	-5	i	-4
Fc1cccc(CN2CCN(c3ccc(Cl)cc3)CC2)c1	8	-11	-6	-1.6	-0.2	-3	0.8	-5	-0.6	-3
O=C(O)C1C2CC(C(Br)C2Br)C1C(=O)O (stereo unspecified)	0	9	x	-0.3	0.1	x	1.0	-4	-3.8	-5
O=C(O)CCCC(=O)Nc1nc2n(n1)C(c1ccc(F)cc1)CC(c1ccc(Cl)cc1)N2 (stereo unspecified)	1	-10	-1	4.5	-0.9	0	x	6	2.0	21
CS(=O)(=O)Nc1cccc(C2=NN(C(=O)CCCC(=O)O)C(c3cccs3)C2)c1 (stereo unspecified)	-13	-10	14	-1.0	-0.6	0	0.6	-2	i	18
C=CCOc1ccc(CNn2cn[nH]c2=S)cc1OCC	-3	-6	34	0.1	0.3	6	x	0	i	-12
Cc1ccc(C(C(=O)NC2CCCC2)N(C(=O)Cc2cccs2)c2cccc(C)c2C)o1 (stereo unspecified)	-3	21	-16	-0.9	0.6	3	x	-10	-0.4	-4
COCCNc1nc2cc(-c3ccsc3)sc2c(=O)n1C	5	5	x	-0.3	x	x	0.2	-3	-0.3	x
CCOc1ccc(CCNC(=O)CS(=O)(=O)Cc2nc(-c3ccccc3F)oc2C)cc1	0	-6	48	-0.2	-0.4	-1	-0.3	22	-2.1	-6
CCN(CC)C(=O)CSc1nc2c(sc(=S)n2CC)c(=O)n1-c1ccccc1	-7	7	27	u	0.6	-5	x	24	3.6	0
Cc1cc(C)cc(N(C(=O)c2csnn2)C(C(=O)NC2CCCCC2)c2ccccn2)c1 (stereo unspecified)	-1	-2	44	-1.6	1.6	-5	2.7	10	-0.3	2
CCC(=O)c1c(CC)c2n3c1CC[C@H]3CCC2	-3	-3	x	0.4	-2.1	x	1.7	14	i	-6
O=C(CNS(=O)(=O)c1ccc(Cl)cc1)OCC(=O)N1CCCc2ccccc21	0	-3	30	1.0	0.0	4	x	0	-0.3	-3
Cc1csc(=O)n1CCC(=O)OCC(=O)NNC(=O)c1ccc(Cl)cc1	x	-1	x	x	-0.5	x	-0.8	1	0.9	-11
COc1cc(N2CCOCC2)ccc1C=C(C#N)C#N	2	8	14	1.0	-0.4	-5	-0.3	-5	-0.3	-9
Cc1ccc(SCCC(=O)OC(C(=O)NC(N)=O)C(C)C)cc1 (stereo unspecified)	2	2	0	-0.6	0.3	-2	0.9	22	-0.3	-11
CCC(CC)c1nnc(NC(=O)CN2C(=O)NC3(CCCC3)C2=O)s1	1	1	0	0.8	-0.8	-4	2.2	2	-4.3	-5
Cc1nc(CNS(=O)(=O)c2ccc3ccccc3c2)cs1	-9	5	6	-0.7	0.9	1	-10	4	-0.2	-13
CCCCC(=O)N1CC(=O)Nc2ccc(F)cc2C1c1ccc(F)cc1 (stereo unspecified)	-15	4	42	0.5	0.1	-2	2.1	4	-0.9	-10
Cc1cccc(C(=O)c2c[nH]cc2-c2ccccc2)c1	-3	-7	8	-0.7	-0.5	2	x	7	i	11
COc1ccc(C)cc1NC(=O)c1nc2nc(C)cc(C)n2n1	-1	3	x	-1.0	0.0	2	x	3	i	-14
COc1ccc2c(c1)sc(=NC(=O)CS(=O)(=O)c1ccc(F)cc1)n2C	-2	6	x	0.4	-0.6	x	2.5	-2	-0.4	-16&-3
COc1ccc(C)cc1NC(=O)C(=O)N1CCCC1	-2	-5	4	0.7	0.0	5	1.1	4	-0.4	-2
C/C(=N\NC(=O)Cn1cnc2ccccc21)c1cccs1	-8	-4	12	-0.5	0.0	4	-0.7	-2	-0.2	x
COc1ccc(CCN2CC(C(=O)NCc3ccc(F)cc3)CC2=O)cc1OC (stereo unspecified)	7	-9	9	0.0	0.6	-1	1.5	-4	2.0	-2
O=C(NCc1ccc(Cl)cc1)C(=O)NCC1OCCN1S(=O)(=O)c1cccs1 (stereo unspecified)	-9	1	8	-0.6	0.6	3	1.1	13	-0.4	-4
Cc1noc(C)c1C(=O)OCC(=O)c1c[nH]c2ccccc12	53*	16	18	47*	-0.7	1	x	3	12	-6
CC1(Cc2ccccc2OC(F)(F)F)C(=O)Nc2ccc(S(=O)(=O)NC3CCCCC3)cc21 (stereo unspecified)	-6	11	x	0.1	x	x	4.8	25	i	x
CNC(=O)CSc1nnnn1-c1ccc2c(c1)OCCO2	-1	-7	-14	0.3	-0.8	2	x	-5	i	3
O=C(CS(=O)(=O)c1c[nH]c2ccccc12)N1CCc2ccccc21	4	5	16	-0.6	0.7	2	1.5	-2	-0.3	-12&3
CCOc1cc(/C=C2\SC(=NC)N(C)C2=O)c(Br)cc1OC(C)=O	2	3	12	u	-0.9	0	2.3	1	i	-14
COc1cccc(CNC(=O)CCN2C(=S)NC(C)(C)CC2C)c1 (stereo unspecified)	-5	-11	10	-1.7	1.2	3	2.2	2	-0.1	-9
O=C(CN1C(=O)COc2ccccc21)c1ccc(Cl)cc1	-8	-1	25	-1.9	0.4	1	x	-7	17*	-16
C=C1C(C(=O)Nc2ccccc2)C1C(=O)Nc1ccccc1 (stereo unspecified)	5	-12	-9	0.3	1.2	5	1.2	13	-0.2	-2
CNC(=O)Nc1ccc(C(O)(C(=O)OC)C(F)(F)F)cc1 (stereo unspecified)	-4	-2	2	-5.8	-0.5	-1	1.8	7	-0.2	-2
CC1(c2ccccc2)NCCN2C(=O)CSC21 (stereo unspecified)	-4	14	8	0.3	1.3	7	x	1	-2.6	4
COc1cccc2cc(C(=O)N3CCCc4ccccc43)oc12	6	4	-3	0.4	1.2	4	1.2	36	i	-13
CC(C)(C)c1ccc(C(=O)n2cnc3ccccc32)cc1	x	1	6	x	-0.5	4	-0.4	7	-0.5	-17
CCc1nc2ccccc2c(=O)n1/N=C/c1ccc(Cl)cc1	5	-10	x	0.0	0.1	x	0.8	9	-0.3	x

Carrying on:
canonical_smiles	Anthrax LF prot	CCHF vOTU inh	DUSP3 inh	BoNT-A LC inh2	PfHsp40 yeast	SARS 3CLpro inh	TcdB inh	Yp Topo-I inh	Vc quorum ag	PriA SSB inh
CCOc1cc([N+](=O)[O-])c2nc(N)sc2c1	-4	-15	15	-0.2	0.5	0	-0.1	-4	-0.3	-6
CN(C)C(CN1C(=O)C2CC=CCC2C1=O)c1cn(C)c2ccccc12 (stereo unspecified)	-6	-4	7	1.0	-0.3	-2	x	0	-0.6	7
O=C(C1CCN(S(=O)(=O)N2CCOCC2)CC1)N1CCOCC1	2	-13	21	0.8	-1.3	0	1.1	3	-3.8	-7
CC1(C(=O)O)CCCN1C(=O)c1ccc(Cl)cc1Cl (stereo unspecified)	-3	9	x	0.5	x	x	-0.1	0	-0.4	x
O=C(CN1C2CCCC1CC(NC(=O)c1ccccc1)C2)Nc1ccccc1 (stereo unspecified)	1	30*	26	1.0	-0.4	0	1.4	-3	-0.4	3
CC(=O)Nc1ccc(NC(=O)CC(c2ccccc2)c2ccccc2)cc1	-7	-9	-19	-0.6	0.3	-5	0.8	2	3.0	-1
COc1cc(OC)cc(C(=O)N2CCC(N3CCN(c4ccccc4)CC3)CC2)c1	-5	5	10	-0.8	0.2	-3	x	15	i	-1
Cc1ccc(S(=O)(=O)NC(=O)NC(C)c2ccc(F)cc2)cc1 (stereo unspecified)	19	11	-3	1.7	1.0	4	1.4	4	-0.5	-6
CN1CCCC(OC(=O)CCCCC(=O)OC2CCCN(C)C2)C1 (stereo unspecified)	-6	1	45	-0.4	-0.5	2	x	-1	-0.7	10
COc1ccc(NC(=O)CSc2nnnn2-c2cccc(OC)c2)cc1	-2	4	x	0.1	x	x	0.4	10	i	x
COc1cc(CNCCc2ccccc2)ccc1OCC(N)=O	1	-6	1	-0.7	-0.6	-4	-0.4	5	i	-1
COc1cc(OC)c(N(C)S(=O)(=O)c2cccc(C(=O)OCc3c(C)noc3C)c2)cc1Cl	-5	-3	18	-1.0	3.1	1	1.0	31	1.6	-2
COc1cc2[nH]c(=S)nc(NCc3ccccn3)c2cc1OC	0	6	-11	-1.1	0.1	-1	4.1	-1	i	13
COc1ccc(C(=O)N2CCCC(C(N)=O)C2)cc1S(=O)(=O)N1CCOCC1 (stereo unspecified)	-2	5	x	-0.3	0.5	x	-1.9	-1	-0.7	-8
COc1cccc(NC(=S)N(Cc2ccc(C(=O)O)cc2)Cc2ccc(OC)c(OC)c2)c1	-8	-3	25	-0.7	0.4	3	2.4	u	-0.3	-4
O=C(CSC1=NCCS1)NC1CCCC1	0	7	25	1.2	1.6	-7	x	-4	-6.2	-8
CCOc1ccc(CCNC(=O)c2cccc(S(=O)(=O)N3CCOCC3)c2)cc1OCC	12	-3	x	5.9	-0.8	x	-1.6	5	i	6
Cc1ccc(N2C(=O)c3ccccc3C2(O)c2ncc[nH]2)cc1 (stereo unspecified)	8	0	15	-0.3	-1.5	-1	x	4	-0.4	-14
C=CCN(C)NC(=O)Nc1ccccc1	1	6	14	-0.3	-1.5	-2	-0.3	5	-0.4	-10
Cc1cccc(-c2nnc(SCC(=O)Nc3cccc(C(=O)N4CCOCC4)c3)n2C)c1	0	15	8	-0.8	-0.5	-5	9.2	11	3.7	-1
